cardiac RTF act: cardiac RTF calcium sensitization. IANBD-labeled TnC RTF fluorescence at EC20 calcium; 0% EC20 calcium, 100% full calcium. 0.24% of 340,000 active. activation, % at 7.2 µM. P19429+P45379;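 active = activation above the mean over all tested compounds plus 3 SD, cut at about 30% in these data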;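 also: rise in fluorescence read as greater calcium sensitivity of cardiac thin filaments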
HTR5A ag: counter-screen for OPRM1-OPRD1 agonists: human HTR5A agonism; HTR5A agonist assay, luminescence, cell-based; activation, % at 9.3 µM; 0.61% of 340,000 active; AID 504692; in the data active = activation mostly above about 9.5%, no sharp cut-off; inactive = mostly below about 7.6%;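 also: 0% = cells with vehicle only and 100% = reference agonist; strong numbers were not always called active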
Wnt act: activates Wnt/beta-catenin signaling in a reporter cell assay; activator, plate reader; activation, % at 9.35 µM; 1.2% of 300,000 active; AID 743398; in the data active = activation above about 30%, passing the limit was not always enough; inconclusive = no clear call, values can overlap the other calls;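 also: 0% = neutral control wells and 100% = positive control wells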
dFosB activator: activators of mouse delta FosB homodimer; purified delta FosB, TAMRA-CDK5 oligo fluorescence polarization; percent of positive-control signal above neutral wells; activation, % at 25 µM; 0.99% of 340,000 active; AID 493131; P13346;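 active = mean activation above about 17%, with every replicate also reaching it, limit read from the data, passing the limit was not always enough; inconclusive = only one of the two conditions met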;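 also: fluorescence polarization rise as delta FosB binds a TAMRA Cdk5 AP-1 oligo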
MITF TRPM1 HTS: MITF TRPM1 promoter activation in melanoma cells; SK-MEL-5 TRPM1-promoter luciferase, 24 h; % of positive control, neutral wells = 0; activation, % at 12.5 µM; 0.75% of 300,000 active; AID 588334;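 active = mean activation of at least 80% with every replicate also reaching 80%; inconclusive = mean reaches 80% but some replicate falls short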;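 also: 0% = neutral control wells and 100% = parthenolide positive control wells; values of inactives mirror those of a sister screen read the other way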
SR-BI uptake up: enhances SR-BI lipid uptake from DiI-HDL; CHO ldlA[mSR-BI] cells, DiI-HDL uptake fluorescence, 3 h; 100 = double the neutral-control signal; 0.096% of 320,000 active; AID 504775; activation, % at 12.5 µM;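 active = mean replicate activation of at least 60% and every replicate at or above 60%; inconclusive = mean or all-replicate condition met, but not both; inactive = mean below 60% and not all replicates reaching 60%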;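 also: 0% = median plate neutral-control signal and 100% = twice that signal; values of inactives mirror those of a sister screen read the other way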
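Material: SR-BI-overexpressing, LDLR-lacking CHO cells | Dosing: Single compound concentration, delivered by pin transfer | Probe or stimulus: Labelled HDL, 10 µg/mL | Signal: Bottom-read cell fluorescence after medium removal, ex 550/em 595 nm | Schedule: 3 h, 37 °C | Evaluation: HDL uptake via cellular fluorescence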
CDK5 p35 inh: inhibitors of human CDK5/p35 kinase; AID 488839; 0.01% of 330,000 active; Recombinant CDK5/p35, ADP-Glo luminescence, 60 min; inhibition, % at 10 µM; Q00535+Q15078;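 active = highest replicate inhibition of at least 50% and at least 75% of replicates reaching 50%; inconclusive = only one of the two criteria met; inactive = both criteria failed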;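 also: plate controls were DMSO neutral control for no effect and GW8510 at 10 µM for full effect; many of its hits are not listed in these tables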
Rtt109 Vps75: inhibitors of Candida albicans Rtt109/Vps75 histone acetyltransferase | Q5AAJ8 | purified Rtt109/Vps75, ThioGlo CoA-SH fluorescence, 4 h | inhibition, % at 34.9 µM | 0.16% of 330,000 active | AID 540336;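 active = inhibition of at least 50% in every replicate; inconclusive = best replicate reaches 50% inhibition but some replicates fall short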
Target sequence (Q5AAJ8 whole entry, looked up): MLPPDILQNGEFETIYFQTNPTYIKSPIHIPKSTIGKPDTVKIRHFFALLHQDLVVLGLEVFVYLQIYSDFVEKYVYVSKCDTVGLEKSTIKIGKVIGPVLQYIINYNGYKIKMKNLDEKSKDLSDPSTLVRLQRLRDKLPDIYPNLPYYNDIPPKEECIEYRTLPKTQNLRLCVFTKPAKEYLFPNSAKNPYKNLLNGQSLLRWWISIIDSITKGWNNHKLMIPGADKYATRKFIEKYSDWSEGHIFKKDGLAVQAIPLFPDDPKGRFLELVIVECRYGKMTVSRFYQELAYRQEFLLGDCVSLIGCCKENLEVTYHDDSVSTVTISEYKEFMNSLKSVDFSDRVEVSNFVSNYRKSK
SR-BI HDL uptake: inhibitors of mouse SR-BI mediated HDL lipid uptake. Q61009. ldlA[mSR-BI] CHO cells, DiI-HDL uptake fluorescence, 3 h. inhibition, % at 12.5 µM. AID 488896. 0.96% of 320,000 active;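 active = mean replicate inhibition of at least 70% and a set share of replicates each scoring 70 or more; inconclusive = meets just one of the two criteria; inactive = fails both criteria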;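 also: 0% = median of neutral control wells and 100% = median of positive control wells; values of inactives mirror those of a sister screen read the other way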
Target sequence (Q61009 whole entry, looked up): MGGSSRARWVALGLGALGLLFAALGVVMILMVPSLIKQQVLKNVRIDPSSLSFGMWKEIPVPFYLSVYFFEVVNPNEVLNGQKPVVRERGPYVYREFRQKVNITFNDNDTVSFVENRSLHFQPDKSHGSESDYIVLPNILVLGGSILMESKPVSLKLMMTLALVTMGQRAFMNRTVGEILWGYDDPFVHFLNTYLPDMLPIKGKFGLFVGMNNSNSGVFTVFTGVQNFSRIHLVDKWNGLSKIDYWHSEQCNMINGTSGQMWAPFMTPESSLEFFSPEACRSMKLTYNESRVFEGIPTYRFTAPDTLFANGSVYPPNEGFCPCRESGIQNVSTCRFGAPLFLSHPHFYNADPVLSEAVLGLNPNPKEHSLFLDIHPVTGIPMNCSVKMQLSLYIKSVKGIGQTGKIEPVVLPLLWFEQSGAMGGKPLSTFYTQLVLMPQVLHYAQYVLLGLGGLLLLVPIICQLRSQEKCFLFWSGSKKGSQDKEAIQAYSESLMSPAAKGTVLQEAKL
PvdQ inh: blocks Pseudomonas aeruginosa PvdQ acylase activity; purified PvdQ acylase, fluorescence plate reader; inhibition, % at 10 µM; 0.063% of 340,000 active; in the data active = inhibition above about 30%, passing the limit was not always enough; inconclusive = no clear call, values can overlap the other calls;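 also: 0% = vehicle neutral wells and 100% = reference inhibitor wells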
* marks the source's active call; other numbers are inactive results; ? = inconclusive; / = no result given.

SMILES | cardiac RTF act | HTR5A ag | Wnt act | dFosB activator | MITF TRPM1 HTS | SR-BI uptake up | CDK5 p35 inh | Rtt109 Vps75 | SR-BI HDL uptake | PvdQ inh
COc1ccc(-n2c(Cc3cccn3C)nnc2SCC(=O)Nc2cccc(C)c2C)cc1 | 2 | 1 | 3 | 7 | 8 | -23 | 1.3 | -4 | 23 | -3
CN(C)S(=O)(=O)c1cccc(C(=O)N2CCN(Cc3ccccc3)CC2)c1 | -1 | 8 | -4 | 1 | 12 | -17 | 2.1 | -2 | 17 | -5
Nc1ccc(S(=O)(=O)NC2(C(F)(F)F)NC(=O)N(c3ccccc3Cl)C2=O)cc1 (stereo not drawn) | 4 | 1 | / | 9 | 5 | 12 | 1.1 | 1 | -12 | -2
COC(=O)Cn1nc(-c2ccccc2)c2cc(Cl)ccc21 | -5 | 1 | / | -16 | 5 | -13 | -0.6 | 19 | 13 | -4
COc1ccc(N2CCN(CCCNC(=O)C(=O)c3c(C)[nH]c4ccccc34)CC2)cc1 | -7 | 4 | -1 | -5 | -8 | -24 | -0.9 | 12 | 24 | 10
CCOC(=O)c1ccc(Nc2c(CC)c(C)nc3ncnn23)cc1 | 1 | 0 | / | -12 | -7 | 11 | 1.5 | 2 | -11 | 5
Cc1cc(NC(=O)CCCN2C(=O)/C(=C\c3cccs3)SC2=S)no1 | 4 | 1 | ? | -4 | -6 | 30 | 1.7 | 5 | -30 | -11
O=C(CSc1nc2nn(-c3ccccc3)c(=O)c-2c2n1CCCCC2)c1ccc(OC(F)F)cc1 | 0 | 2 | -1 | -2 | 5 | / | 0.7 | 3 | 42 | -11
O=C(CNC(=O)c1ccco1)NCC(=O)OCc1ccc(C(=O)Oc2ccc(Cl)cc2)cc1 | -1 | 4 | -3 | 1 | / | -5 | 0.0 | 6 | 5 | -10
O=S(=O)(CS(=O)(=O)c1ccccc1)c1ccccc1 | 2 | 1 | -3 | -3 | 4 | 35 | 1.3 | 7 | -35 | -17
COC(=O)c1sccc1NC(=O)c1sccc1C | 3 | -5 | -3 | -5 | / | 4 | -1.0 | 3 | -4 | 2
CCC(C(=O)NCCN1CCN(C)CC1)n1c(C)c2cnn(-c3ccccc3)c(=O)c2c1C (stereo not drawn) | -4 | 11 | / | -2 | -6 | -10 | 1.3 | 0 | 10 | 18
O=C(Nc1ccnc(-c2ccncc2)n1)C1CC1 | 2 | 4 | 1 | -7 | 10 | 17 | 0.8 | 3 | -17 | -1
O=C1CSC(c2cccc([N+](=O)[O-])c2)N1C1CC2CCC1C2 (stereo not drawn) | -5 | 2 | 2 | -7 | / | 7 | 0.8 | -3 | -7 | -2
Nc1ncnc2c1ncn2[C@@H]1O[C@H](CNCc2ccccc2OC2OC(CO)C(O)C(O)C2O)[C@@H](O)[C@H]1O (stereo partly drawn) | 2 | 1 | 1 | 5 | 5 | 11 | -0.8 | -13 | -11 | -6
COCCNC(=O)c1cn(C)c2ccc(S(=O)(=O)N3CCCC3)cc2c1=O | 1 | 2 | -1 | -6 | -1 | 15 | 1.8 | 1 | -15 | -6
O=C(COC(=O)/C=C/c1ccc2c(c1)OCO2)NC1CC1 | -6 | -3 | / | 1 | -1 | 14 | -1.1 | 1 | -14 | 3
CCOc1ccc(/C=N/OCC(=O)NCc2ccc3c(c2)OCO3)cc1OC | 3 | -3 | -3 | -4 | 17 | -5 | -1.4 | 0 | 5 | -4
CCOc1ncccc1C(=O)Nc1cccc(S(=O)(=O)NC2=NCCC2)c1 | -1 | 1 | 1 | -7 | 2 | -10 | 0.1 | 4 | 10 | -17
CCOC(=O)c1cc(C(=O)OCC)c(=O)[nH]c1N1CCCCC1 | 0 | 1 | 9 | -3 | 3 | 15 | -1.7 | 4 | -15 | -12
COC(=O)c1ccc(-c2nc(-c3cccs3)no2)cc1 | 4 | -3 | 11 | 4 | / | -2 | 0.6 | 7 | 2 | 7
COc1ccc(C(=O)Nc2ccc(C(=O)N3CCC(C)CC3)cc2)cc1OC | -6 | -5 | -3 | -9 | -4 | -39 | -1.8 | 1 | 39 | -5
COC(=O)c1ccc(COC(=O)c2ccc(S(=O)(=O)N3CCC(C)CC3)cc2)o1 | 3 | 0 | / | 1 | 12 | 8 | 0.2 | -3 | -8 | 4
O=C(NNC(=O)c1sc2cccc(Cl)c2c1Cl)Nc1ccccc1 | -2 | -5 | / | 76* | 5 | 28 | -1.0 | -10 | -28 | -2
Cc1cc(C)cc(OCC(=O)N2CCc3ccccc3C2)c1 | -7 | 1 | -3 | -2 | -4 | -1 | 0.7 | 3 | 1 | 0
CC(=O)c1c(C)[nH]c(C(=O)OCC(=O)c2ccc(C)s2)c1C | 1 | 1 | 21 | -13 | 62 | -37 | 1.8 | 7 | 37 | 4
COc1ccc(C2OC(=O)CC2C(=O)NCc2ccc(C)cc2)cc1OC (stereo not drawn) | 2 | 0 | -1 | -8 | -3 | 7 | 1.3 | -6 | -7 | -7
COc1cccc(-c2nnc3sc(-c4cccs4)nn23)c1 | 3 | 0 | / | -35 | / | -27 | -1.2 | -16 | 27 | -13
CCN(c1ccccc1)S(=O)(=O)c1ccc(Cl)c(NC(=O)CN2CCN(C)CC2)c1 | -1 | 2 | -3 | 3 | 8 | 9 | -3.5 | 3 | -9 | -3
COCCCNC(=O)c1cc(Sc2ccc(F)cc2)nc2ccccc12 | 1 | 7 | / | -9 | -2 | -6 | -7.3 | -8 | 6 | -16
Cc1cc(C(=O)O[C@H]2[C@H](C)NS(=O)(=O)[C@H]3C[C@@H]4C=C[C@]23O4)cc([N+](=O)[O-])c1 | 1 | -3 | -5 | -3 | -3 | -22 | 0.3 | -6 | 22 | -13
CCc1ccc(OCC(=O)NNC(=S)NC(=O)C2CCCCC2)c(Br)c1 | -4 | -5 | 1 | -6 | 7 | 27 | -0.7 | -9 | -27 | -16
C/C(=N\NC(N)=O)C1(C)CCCCC1 | -2 | 0 | / | -3 | -7 | 11 | 1.1 | -5 | -11 | -10
CN(C(=O)c1cccc(NC(=O)Cc2ccc(NC(=O)C3CCN(C(=O)C4CC4)CC3)cc2)c1)C1CCC1 | 3 | -5 | -2 | 0 | -8 | 8 | -4.7 | -2 | -8 | -13
O=C(NCCN1CCN(c2ccccc2F)CC1)c1ccc2nc3ccccc3c(=O)n2c1 | -2 | 0 | 1 | -23 | 0 | -11 | 0.7 | 0 | 11 | -20
C/C(=N\NC(=O)c1cccc2ccccc12)c1cccs1 | -4 | 0 | 10 | 3 | 47 | 5 | -0.6 | -2 | -5 | -5
CC(NC(=O)NC(=O)c1ccc(Cl)cc1Cl)C1CC1 (stereo not drawn) | 0 | 0 | 15 | -5 | 31 | -10 | -0.8 | 3 | 10 | 6
Cc1cc(C(=O)N/N=C/c2ccc(O)c([N+](=O)[O-])c2)n[nH]1 | 4 | -6 | -2 | 0 | 2 | 0 | -1.0 | / | 0 | 1
Cc1ccc(C)c(NC(=O)Cn2ccn(-c3ccc4c(c3)OCO4)c(=O)c2=O)c1 | -2 | 0 | 1 | 1 | 1 | 12 | 1.3 | 13 | -12 | -15
Cc1nn(Cc2cccc(F)c2)c(C)c1NC(=O)c1c([N+](=O)[O-])c(C)nn1C | -1 | 8 | / | -4 | -5 | 2 | 0.6 | -2 | -2 | -7
CCCCCCNS(=O)(=O)c1ccc(OC)c(OC)c1 | -1 | 4 | / | 6 | / | -12 | -1.8 | -4 | 12 | 13
CC1CCN(c2ccc3nnc(CCC(=O)Nc4cc(F)ccc4F)n3n2)CC1 | 3 | -4 | -1 | -9 | 13 | -22 | -1.9 | 11 | 22 | -3
COc1cccc(C2C(C#N)=C(N)N(c3ncn[nH]3)C3=C2C(=O)CCC3)c1 (stereo not drawn) | -1 | 0 | -6 | -1 | -7 | 19 | -1.2 | -1 | -19 | -38
COC(=O)c1sc2ncn(CC(=O)NCCc3ccc(OC)c(OC)c3)c(=O)c2c1C | 6 | -3 | / | 3 | 0 | -76 | -1.4 | -10 | 76* | 0
Cc1c(CCC(=O)O)c(=O)oc2cc(OCc3cccc(F)c3)ccc12 | -3 | 5 | 5 | -4 | 14 | -9 | -0.3 | -14 | 9 | -16
N#Cc1ccccc1OCC(=O)Nc1cc(S(=O)(=O)N2CCCCC2)ccc1N1CCOCC1 | -4 | -1 | 1 | -7 | 3 | 18 | -0.5 | -5 | -18 | 4
COc1ccc(CCN2CC(C(=O)NCC(=O)Nc3ccc(F)c(F)c3)CC2=O)cc1OC (stereo not drawn) | -7 | 6 | 1 | 0 | 5 | 8 | 0.1 | 14 | -8 | 0
CN(C)CCCN(C(=O)c1ccc(C(=O)c2ccccc2)cc1)c1nc2cc3c(cc2s1)OCCO3 | 6 | 6 | -1 | ? | 5 | -24 | -3.0 | 21 | 24 | 0
Cc1ccccc1NC(=O)CSc1nnc2ccc(-c3cccnc3)nn12 | -2 | 3 | 0 | -6 | -1 | 7 | -0.3 | 22 | -7 | 9
CCCCNC(=S)N(C)N=C1CCC(c2ccccc2)CC1 (stereo not drawn) | -2 | 2 | 2 | 6 | -1 | -14 | 2.2 | -1 | 14 | -12
O=C(NCCN1CCN(Cc2ccccc2)CC1)C1CC(=O)N(C2CCCC2)C1 (stereo not drawn) | -1 | 0 | / | -5 | 0 | 26 | -0.1 | 2 | -26 | -3
O=C(Cn1cnc(S(=O)(=O)N2CCCC2)c1)Nc1cccc(Br)c1 | 1 | -1 | 3 | -3 | 10 | 14 | 0.5 | 0 | -14 | -5
CCOC(=O)N1CCC(NC(=O)CCc2c(C)nc3ncnn3c2C)CC1 | -4 | 1 | / | -3 | -1 | 18 | -14 | -3 | -18 | -12
CCOC(=O)N1CCN(C(=O)CSCC(=O)Nc2nc(-c3cccs3)cs2)CC1 | -7 | -1 | / | -8 | -4 | -11 | 0.9 | -1 | 11 | -5
Cc1cccn2c(NC(=O)c3cccs3)c(-c3ccccc3)nc12 | 3 | 1 | / | -2 | 5 | -3 | -0.2 | -2 | 3 | -4
NS(=O)(=O)c1ccc(NC(=O)c2ccc(S(=O)(=O)N3CCc4ccccc43)cc2)cc1 | -3 | 4 | -8 | 6 | -16 | 7 | 2.0 | -4 | -7 | -11
COc1ccccc1N1CCN(CC(=O)c2c(N)n(C)c(=O)n(C)c2=O)CC1 | 4 | 6 | -1 | -3 | 4 | 25 | -2.4 | 8 | -25 | 2
COc1cccc(NC(=S)NC2CC(C)(C)NC(C)(C)C2)c1 | -1 | -3 | 0 | -3 | -6 | 17 | 1.4 | 5 | -17 | 8
Cn1c(=O)[nH]c(=O)c2c1nc(SCC(=O)O)n2CCCc1ccccc1 | -3 | -1 | 2 | -2 | -2 | -2 | 0.3 | 18 | 2 | 3

Screening data: PubChem, several laboratories
